Compound activity (PubChem BioAssay)
Jurkat NFkB inh – inhibitors of the PMA/ionomycin-induced NF-kB reporter in Jurkat cells. actives 0.53% (n = 330,000). PMA/ionomycin-induced NF-kB luciferase reporter, luminescence. AID 435003. inhibition, % at 4 µM; in the data active = inhibition above about 50%
CCR6 antag – CCR6 (human) receptor antagonism. P51684. CHO-K1 CCR6 PathHunter beta-arrestin, luminescence, CCL20-stimulated. inhibition, % at 20 µM. actives 0.49% (n = 340,000);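 active = compounds whose inhibition of the agonist-driven luminescence signal at 20 µM reaches about 50%, limit read from the data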;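 note: cells stimulated with CCL20 at 14 nM final; plate controls were DMSO with CCL20 for no effect and DMSO without agonist for full effect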
Target sequence (P51684 whole entry, looked up): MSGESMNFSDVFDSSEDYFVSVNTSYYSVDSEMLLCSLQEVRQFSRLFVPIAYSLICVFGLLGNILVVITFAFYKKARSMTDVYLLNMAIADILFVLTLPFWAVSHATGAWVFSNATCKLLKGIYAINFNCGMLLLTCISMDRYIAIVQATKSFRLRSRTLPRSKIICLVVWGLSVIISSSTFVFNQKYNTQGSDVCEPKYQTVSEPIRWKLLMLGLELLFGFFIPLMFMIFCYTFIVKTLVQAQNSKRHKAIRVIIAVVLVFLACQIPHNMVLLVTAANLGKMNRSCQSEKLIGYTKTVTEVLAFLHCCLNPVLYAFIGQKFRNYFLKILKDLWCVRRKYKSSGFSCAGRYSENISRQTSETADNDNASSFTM
APJ antagonist – antagonists of human APJ apelin receptor. P35414. CHO-K1 APJ beta-arrestin complementation, luminescence. inhibition, % at 20 µM. actives 0.32% (n = 330,000);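 active = inhibition above about 40% at 20 µM, limit read from the data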;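 note: cells challenged with 10 nM apelin-13 agonist together with compound; plate controls were apelin-13 plus DMSO wells for no effect and DMSO wells lacking apelin-13 for full effect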
Target sequence (P35414 whole entry, looked up): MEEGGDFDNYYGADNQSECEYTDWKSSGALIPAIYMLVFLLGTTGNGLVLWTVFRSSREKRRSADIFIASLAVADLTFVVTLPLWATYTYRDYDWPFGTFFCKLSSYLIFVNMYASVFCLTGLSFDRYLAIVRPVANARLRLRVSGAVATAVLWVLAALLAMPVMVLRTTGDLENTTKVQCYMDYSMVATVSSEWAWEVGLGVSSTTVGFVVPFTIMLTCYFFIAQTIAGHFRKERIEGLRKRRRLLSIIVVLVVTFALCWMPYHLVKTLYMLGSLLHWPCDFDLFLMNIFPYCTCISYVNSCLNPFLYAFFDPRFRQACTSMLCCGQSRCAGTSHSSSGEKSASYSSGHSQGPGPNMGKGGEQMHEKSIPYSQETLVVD
UBC13 inh – human UBC13 polyubiquitination inhibition | P61088 | AID 485273 | actives 0.47% (n = 330,000) | UBC13 polyubiquitin chain formation, TR-FRET | inhibition, % at 20 µM; in the data active = inhibition above about 45%, passing the limit was not always enough
Target sequence (P61088 whole entry, looked up): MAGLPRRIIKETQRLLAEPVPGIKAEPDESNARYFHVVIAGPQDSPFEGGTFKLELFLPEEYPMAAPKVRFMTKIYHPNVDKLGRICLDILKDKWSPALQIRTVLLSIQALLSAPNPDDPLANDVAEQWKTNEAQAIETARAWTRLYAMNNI
697 NFkB inh – inhibitors of the PMA/ionomycin-induced NF-kB reporter in 697 B cells; 697 B-cell NF-kB luciferase reporter, 16 h; actives 0.33% (n = 330,000); inhibition, % at 4 µM; in the data active = inhibition above about 35%
Gli-Sufu block – Gli-Sufu pathway antagonism; Sufu-KO-LIGHT fibroblasts, Gli luciferase reporter luminescence; actives 0.74% (n = 340,000); inhibition, % at 5 µM;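 active = inhibition above about 55%, limit read from the data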;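 note: 0% = DMSO-treated cells and 100% = wells with medium but no cells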
CXCR6 inh – blocks human CXCR6 beta-arrestin recruitment. O00574. CHO-K1 PathHunter CXCR6 beta-arrestin, luminescence. inhibition, % at 20 µM. actives 0.36% (n = 360,000). AID 602244; in the data active = inhibition above about 34%, passing the limit was not always enough;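 note: antagonist mode with CXCL16 agonist at 10 nM final; 0% = 10 nM CXCL16 with DMSO and 100% = unstimulated wells without agonist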
EBI2 block – antagonists of human EBI2 receptor; P32249; EBI2 beta-arrestin recruitment, luminescence, 7a,25-OHC stimulated; inhibition, % at 5 µM; actives 0.81% (n = 360,000); AID 651636; in the data active = inhibition above about 38%;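 note: enzyme fragment complementation signal reports receptor beta-arrestin coupling in cells; 0% = agonist plus DMSO wells and 100% = wells without agonist; some results beyond the cut were filed as inactive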
Numbers without * were called inactive; x = not tested or not shown.

SMILES | Jurkat NFkB inh | CCR6 antag | APJ antagonist | UBC13 inh | 697 NFkB inh | Gli-Sufu block | CXCR6 inh | EBI2 block
CCN(CC)c1cc(NCCO)c([N+](=O)[O-])c2nonc12 | -1 | 21 | 13 | -54 | 5 | -8 | 7 | -4
CN(C)S(=O)(=O)c1cccc(-c2nn(-c3ccccc3)cc2/C=C2\SC(=S)N(CC(=O)O)C2=O)c1 | 15 | 22 | 16 | 10 | 13 | 3 | 9 | 3
Cc1ccc(SCC(=O)N(C)CC(=O)Nc2cccc(F)c2)c(C)c1 | 1 | 21 | 9 | -10 | -1 | -7 | -3 | 10
Nc1n[nH]c(N)c1N=Nc1cccc(C(F)(F)F)c1 | 0 | 10 | 2 | -8 | 22 | -16 | -9 | -9
Cc1ccc(N2CC(C(=O)NCc3n[nH]c(=O)c4ccccc34)CC2=O)cc1C (centres undefined) | -9 | 9 | 4 | -2 | 4 | -6 | -2 | -1
Cc1cc(CSCc2ccc(Cl)cc2)no1 | -7 | 12 | -16 | 7 | 16 | -2 | -2 | 10
CC1(C)CC2CC(C)(CN2S(=O)(=O)c2cccc(C(=O)OCC(N)=O)c2)C1 (centres undefined) | -1 | 7 | -7 | 2 | 7 | -10 | 3 | 3
Nn1c(Nc2ccccc2)nc2ccccc2c1=O | -11 | -1 | 11 | 0 | -37 | -4 | -7 | -2
Cc1ccc2nc(-c3ccc(-c4ccccn4)s3)cn2c1 | -57 | -11 | -13 | -2 | -19 | -61 | -1 | 6
COc1ccc(S(=O)(=O)N2CCCCC2)cc1NC(=O)C1CCCO1 (centres undefined) | -8 | -4 | 6 | -7 | 12 | -2 | -8 | -4
O=C(NCCc1ccccn1)c1ccc(OC(F)F)cc1 | -91 | 3 | 10 | 6 | -83 | -66 | -1 | -11
Cc1ccc(-n2cccc2C(=O)NS(=O)(=O)c2ccc(C)cc2)cc1 | 7 | -3 | -24 | 0 | 13 | -1 | -7 | 3
COC(=O)c1ccc(N)c(CS(=O)(=O)c2ccc(Cl)cc2)c1 | -21 | 9 | -9 | -7 | 0 | 11 | -10 | -10
CCOCCCN1C(=O)CN(C2CCCCC2)C(=O)C1c1ccc(OCC)c(OC)c1 (centres undefined) | 3 | -3 | 6 | 10 | 20 | 12 | -7 | -2
CC(C)(C)SCCNS(=O)(=O)c1ccccc1 | 3 | 12 | 3 | -2 | -9 | 9 | 4 | -5
Cc1cccc(C(=O)OCC(=O)Nc2ccc(N3CCCCC3)cc2)c1O | 3 | 0 | 2 | -2 | 11 | -13 | -5 | 11
O=C(Nc1ccc2ccccc2n1)c1ccccc1Br | -146 | 17 | 19 | 6 | -163 | -111 | -3 | 15
CCc1nn(CC(=O)NCCN2CCN(C)CC2)c(=O)c2cc3c(OC)cccc3n12 | -11 | 5 | 5 | 8 | 2 | 7 | 0 | -4
Cc1cccc(C)c1N(CC(=O)N1CCN(C)CC1)S(C)(=O)=O | -6 | -6 | 2 | -7 | -23 | -5 | -11 | 8
CCOC(=O)N1CCN(C(=O)CSCC(=O)Nc2nc(-c3ccc(OC)cc3)cs2)CC1 | -2 | -15 | 8 | 6 | -8 | -34 | -14 | -5
CCC(C)(C(=O)NC1CCCCC1)N(C(=O)c1ccccn1)c1ccccc1 (centres undefined) | 11 | 1 | -5 | 8 | 23 | -3 | -6 | -12
O=C(NCCCn1ccnc1)C(=O)c1c[nH]c2ccccc12 | 6 | -3 | 3 | 10 | 22 | 2 | 8 | -5
COc1ccc(C(=O)N2CCN(c3ccc([N+](=O)[O-])c(-n4nc(C)cc4C)c3)CC2)cc1 | 35 | 18 | 0 | 2 | 5 | -4 | 6 | 59*
O=C(Nc1cccc(F)c1)/C(=C\c1ccco1)NC(=O)c1ccco1 | 16 | -5 | 13 | -11 | -18 | -15 | -1 | 2

Three of the compounds above, with values under each structure:
Results follow in this order: Jurkat NFkB inh	CCR6 antag	APJ antagonist	UBC13 inh	697 NFkB inh	Gli-Sufu block	CXCR6 inh	EBI2 block
Cc1cc(CSCc2ccc(Cl)cc2)no1
→ -7	12	-16	7	16	-2	-2	10
CC1(C)CC2CC(C)(CN2S(=O)(=O)c2cccc(C(=O)OCC(N)=O)c2)C1 (centres undefined)
→ -1	7	-7	2	7	-10	3	3
Nn1c(Nc2ccccc2)nc2ccccc2c1=O
→ -11	-1	11	0	-37	-4	-7	-2

New compounds follow
SMILES | Jurkat NFkB inh | CCR6 antag | APJ antagonist | UBC13 inh | 697 NFkB inh | Gli-Sufu block | CXCR6 inh | EBI2 block
CN1C(=O)C(Cl)(Cl)C(=O)c2ccccc21 | x | 3 | x | x | x | 0 | -5 | -10
COC(=O)c1cccc(NC(=O)COC(=O)CSc2nc(C)cc(C)n2)c1 | 2 | -8 | -13 | 4 | 14 | 0 | -6 | 5
Cc1ccccc1Nc1nnc(SCC(=O)NC2CCCc3ccccc32)s1 (centres undefined) | 16 | -3 | 1 | -18 | -35 | 3 | 1 | 14
O=C(NCc1ccco1)c1cc(-c2ccccn2)nc2ccccc12 | 1 | -3 | 13 | 2 | 15 | 7 | 4 | 4
COc1ccc(S(=O)(=O)NC2CC(=O)N(c3ccc(C)c(C)c3)C2)cc1C (centres undefined) | -11 | 22 | 8 | 6 | -2 | 2 | 6 | 10
CS(=O)(=O)Oc1ccccc1/C=C1/N=C(c2ccc(F)cc2)OC1=O | -5 | 7 | -1 | 7 | 17 | -5 | -1 | -19
CCN(CCO)c1nc(SC)nc2c1sc1nc(-c3ccco3)c3c(c12)CCC3 | 14 | 40 | 19 | 29 | -6 | -16 | 11 | -10
COC(=O)c1[nH]c(C)c(/C(O)=C2\C(=O)C(=O)N(CCN(C)C)C2c2cccs2)c1C (centres undefined) | -2 | 12 | 5 | -2 | 8 | 1 | 3 | -11
Cc1ccc(NC(=O)CCc2nnc3ccc(NCc4ccco4)nn23)cc1 | 13 | -10 | 10 | -6 | -15 | -20 | 5 | 14
C=CCNC(=O)C1CC(=O)N(c2ccc(OCc3ccccc3Cl)cc2)C1 (centres undefined) | -53 | 8 | 10 | -4 | 6 | -9 | 4 | -1
CCC(CO)N=C1CC(C)(C)CC(=O)/C1=C(/O)CCCN1C(=O)c2ccccc2C1=O (centres undefined) | -7 | 4 | 6 | 1 | -11 | -27 | 7 | -7
COc1ccc(OC)c(S(=O)(=O)Nc2cccc(O)c2)c1 | -5 | -5 | 7 | -2 | 2 | 3 | -5 | -5
COc1ccccc1N(CC(=O)N1CCCCCC1)S(=O)(=O)c1ccc(C)cc1 | -1 | 9 | -22 | 1 | 15 | -13 | 2 | 17
COc1ccccc1OCc1nnc(SCC(=O)c2cc(Cl)ccc2OC)o1 | 9 | -5 | -9 | -11 | -8 | 8 | -7 | 16
O=C(Nc1ccccc1)/C(=C/c1cccnc1)NC(=O)c1ccccc1 | -4 | 5 | 15 | 2 | 7 | -13 | 9 | -1
CCN(CC)CCOC(=O)c1ccc(NC(=O)CNC(=O)C2CCCCC2)cc1 | -10 | 1 | 4 | -7 | -36 | -6 | 4 | -2
CC(C)Cn1c(-c2cc([N+](=O)[O-])ccc2Cl)nc2c1c(=O)[nH]c(=O)n2Cc1ccccc1 | 10 | 17 | 5 | 7 | -32 | 8 | 5 | 2
O=C1CC(N2CCSCC2)C(=O)N1CCc1ccccc1 (centres undefined) | -4 | -13 | -9 | 0 | 11 | 0 | 9 | -10
CC(C)CN1C(=O)C(=O)N(CC(=O)c2ccc[nH]2)C1=O | 9 | 7 | 28 | -10 | -10 | -6 | -1 | -14
COc1cccc(NC(=O)[C@@H]2CCCN2C(=O)C2CCN(S(=O)(=O)c3ccc(C)cc3)CC2)c1 | 0 | 28 | 7 | 3 | 1 | -3 | -12 | -12
COC(=O)[C@@H](Cc1c[nH]c2ccccc12)NC(=O)C1CCCN(S(=O)(=O)c2ccc(C)cc2)C1 (some centres undefined) | -9 | 2 | 10 | 5 | 15 | -12 | -3 | -3
COc1ccccc1N(C)S(=O)(=O)c1ccc(C(=O)Nc2ccc3nc(C)sc3c2)cc1 | 10 | 8 | -9 | -8 | -13 | 9 | 3 | 21
COc1ccc(-n2nnc3c(=O)n(C/C=C/c4ccccc4)cnc32)cc1 | 4 | 9 | -12 | -4 | -6 | -2 | 1 | 6
CC(C(=O)Nc1ccc2c(c1)OCO2)N1CCC(N2CCCCC2)CC1 (centres undefined) | -10 | 4 | -5 | 3 | 1 | 27 | 10 | 0
O=C(NCCCN1CCOCC1)c1onc(CSc2ccncc2)c1C(=O)NCCCN1CCOCC1 | 8 | 6 | -70 | -7 | 7 | -11 | 3 | -14
O=C(CC1SC(N2CCCCC2)=NC1=O)Nc1ccc(C(=O)NCCc2ccc(F)cc2)cc1 (centres undefined) | -13 | 4 | -32 | -5 | -49 | -1 | -7 | -19
Cc1cc(Br)ccc1NC(=S)NC1CCCC1 | -11 | -2 | 17 | 6 | 22 | -4 | 1 | -2
O=C(Nc1ccc(S(=O)(=O)Nc2nccs2)cc1)c1cccc(N2C(=O)c3ccccc3C2=O)c1 | -1 | 14 | -6 | -6 | 12 | -5 | 10 | -10
CCC1=NC(c2ccc(OC)c(OC)c2)N(O)C1(C)C (centres undefined) | -10 | 16 | 21 | -2 | -22 | x | 13 | -1
O=C1c2ccsc2SCCN1Cc1ccc(F)cc1 | -19 | -7 | 26 | -4 | -12 | 6 | 4 | -2
COc1ccc(C(=O)OCC(=O)NC2CC2)cc1[N+](=O)[O-] | 0 | 5 | 2 | 4 | -22 | -5 | -10 | -6
COc1cc2cc(CCCOC(=O)c3ccc(C(F)(F)F)cc3)oc(=O)c2cc1OC | 3 | 12 | -1 | 17 | 8 | -52 | 0 | -1
O=C(NNC(=O)c1cccs1)c1ccco1 | -2 | 8 | 1 | 1 | 11 | -11 | 6 | 3
COc1ccc(NC(=O)NC2CCCc3ccccc32)cc1 (centres undefined) | 14 | 7 | -15 | 1 | -3 | -30 | -1 | 2
Cc1cccc(C(=O)Nc2ccc3c(c2)ncn3C)c1 | -67 | 4 | -3 | -4 | -75 | -61 | -6 | -8
COc1cc(SC)ccc1C(=O)OCC(=O)N1CCN(C(C)=O)CC1 | -4 | -2 | 6 | -3 | 2 | -13 | 0 | 2

A different layout for 2 compounds above.
Values in the order – Jurkat NFkB inh, CCR6 antag, APJ antagonist, UBC13 inh, 697 NFkB inh, Gli-Sufu block, CXCR6 inh, EBI2 block
O=C(CC1SC(N2CCCCC2)=NC1=O)Nc1ccc(C(=O)NCCc2ccc(F)cc2)cc1 (centres undefined)
→ -13, 4, -32, -5, -49, -1, -7, -19
Cc1cc(Br)ccc1NC(=S)NC1CCCC1
→ -11, -2, 17, 6, 22, -4, 1, -2

Looked up above.
EBI2 block result of COc1cc2cc(CCCOC(=O)c3ccc(C(F)(F)F)cc3)oc(=O)c2cc1OC : -1
UBC13 inh result of COc1ccc(NC(=O)NC2CCCc3ccccc32)cc1 (centres undefined) : 1

More structures:
SMILES | Jurkat NFkB inh | CCR6 antag | APJ antagonist | UBC13 inh | 697 NFkB inh | Gli-Sufu block | CXCR6 inh | EBI2 block
Cc1cccc(C)c1N1CCN(C(=O)Nc2ccc3c(c2)OCCO3)CC1 | -29 | 8 | -5 | -4 | -82 | -15 | -4 | 64*
Cc1noc(C)c1COC(=O)CNC(=O)c1ccc(Cl)cc1 | 2 | 2 | 0 | 17 | 4 | 4 | 9 | -3
COC(=O)C1[C@H]2C(=O)N(Cc3cccs3)C[C@]23C=C[C@H]1O3 (some centres undefined) | 7 | 5 | -26 | -11 | -13 | 9 | -10 | 9
Cc1nc(NC(=O)c2ccccc2[N+](=O)[O-])sc1C(=O)N(C)C | 3 | -3 | 10 | 10 | 16 | 0 | 8 | -1
CCOc1ccc(Oc2cc(NC(=O)c3ccco3)cc([N+](=O)[O-])c2)cc1 | x | 12 | x | x | x | 7 | 1 | 21
O=C1C(NS(=O)(=O)c2cccs2)=C(N2CCN(c3cccc(Cl)c3)CC2)C(=O)c2ccccc21 | -3 | 35 | -33 | -68 | 7 | -50 | 25 | 13
O=C(c1ccc2ccccc2c1)N1CCN(c2ccccn2)CC1 | -5 | 3 | 0 | 4 | 4 | -13 | 9 | 56*
CCn1c(C(=O)O)c(CC(=O)Nc2ccc(Br)cc2C)c2ccccc21 | -11 | 9 | 4 | -2 | -8 | -2 | -2 | 10
CN1CC(c2ccccc2)C(c2ccc(Cl)cc2)=N1 (centres undefined) | 2 | 6 | 16 | -9 | -13 | 2 | 0 | -2
O=C(NC1=NCCS1)c1ccc(-c2ccc(Cl)cc2)o1 | -86 | 1 | 17 | 3 | -80 | -103 | -4 | 6
